# Screening data (PubChem BioAssay)
# TDP-43 yeast inh: inhibitors of TDP-43 toxicity in yeast | Potency, µM (titrated, usually from 46.1 µM), inactives show at the top dose growth rescue (activation), most hits filed as activators | AID 652104 | 1.8% of 410,000 active | TDP-43 expressing yeast growth rescue, BacTiter-Glo, 24 h; also: potency is read from the fitted curve at half-maximal effect; % of control where 0% means no effect; nearly all actives have a fitted effect of over 50% in size
#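 Yeast expressing TDP-43 (pregrown in raffinose, seeded at OD600=0.02 in galactose medium) exposed to compounds 24 hr at 30 deg C. Growth read by BacTiter-Glo luminescence; rescue of toxicity appears as increased signal.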
# GLP1R inv ag: GLP-1 receptor (human) inverse agonism | P43220 | HEK293 GLP-1R CRE-luciferase, luminescence, 24 h; GLP-1R form is constitutively active | Potency, µM (doses to about 38.3 µM), for the others: at the top dose activity change, negative = inhibition, usual class: inhibitors | 1.6% of 410,000 active; also: potency is read from the fitted curve at half-maximal effect; % is scaled to controls: 0 for no effect and ±100 for the full control effect; nearly all actives have a fitted effect of over 55% in size
# Target sequence (P43220 whole entry, looked up): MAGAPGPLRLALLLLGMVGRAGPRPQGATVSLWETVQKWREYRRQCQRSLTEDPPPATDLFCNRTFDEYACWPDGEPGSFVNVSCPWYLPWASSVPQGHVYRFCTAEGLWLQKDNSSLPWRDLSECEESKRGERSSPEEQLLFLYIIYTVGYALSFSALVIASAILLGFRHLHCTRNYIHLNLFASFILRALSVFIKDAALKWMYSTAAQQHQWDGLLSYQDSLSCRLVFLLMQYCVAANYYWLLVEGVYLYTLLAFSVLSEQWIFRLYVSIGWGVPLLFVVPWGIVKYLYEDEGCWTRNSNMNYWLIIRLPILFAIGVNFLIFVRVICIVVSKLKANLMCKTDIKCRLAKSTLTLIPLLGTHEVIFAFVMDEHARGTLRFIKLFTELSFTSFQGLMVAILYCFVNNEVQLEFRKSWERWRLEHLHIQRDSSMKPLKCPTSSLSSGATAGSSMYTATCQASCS
#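 HEK293 cells stably co-expressing a cAMP-responsive luciferase reporter and constitutively active GLP-1R were seeded, incubated 12 h, then exposed to compounds for 24 h at 37 C. Luminescence was read 12 min after detection reagent; inverse agonists lower signal.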
# GLP-1R agonist: GLP-1 receptor (human) agonism; P43220; HEK293 GLP-1R CRE-luciferase, luminescence, 4-6 h; cells express a hypersensitive GLP-1R form; Potency, µM (top dose mostly 45.6 µM), for the others: at the highest dose activation, actives largely listed as activators; 0.007% of 380,000 active; also: potency is read from the fitted curve at half-maximal effect; % of control where 0% means no effect
# FUS yeast rescue: suppressors of FUS proteinopathy in yeast. S. cerevisiae FUS-expressing, growth rescue, OD600, 24 h. 0.24% of 390,000 active. Potency, µM (titrated, usually from 76.6 µM), for inactives: top-dose growth rescue (activation), actives largely listed as activators;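 also: potency is read from the fitted curve at half-maximal effect; plate controls were DMSO vehicle for no effect and reference control for full effect; nearly all actives have a fitted effect of over 55% in size; some results filed as inactive show a strong effect at the top dose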
#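 Yeast FUS proteinopathy model; galactose-induced FUS (2%), starting OD 0.005. Cpds in dilution series, 24hr, 30C, 99% humidity. Abs 600 nm growth. Pos ctrl CP55940 (top 92uM final); neg ctrl DMSO.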
# Akt phos inh: inhibitors of Akt phosphorylation | Neuro2A IGF-stimulated pAkt S473 HTRF, 20 min; active compounds read low | 0.32% of 360,000 active | AID 651550 | activity change, % for hits at 50 µM; in the data active = activity change below about -80%; inconclusive = mostly about -51% to -80%; also: % is scaled to controls: 0 for no effect and ±100 for the full control effect
#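 Single-point screen (50 µM final compound) in Neuro2A cells stimulated 20 min with 6 nM IGF at 37 deg C. After lysis, Ser473-phosphorylated Akt read by HTRF (ex 330 nm, em 615/665 nm) as the 665/615 ratio.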
# PTHR1 agonist: agonists of human PTHR1 parathyroid hormone receptor; Q03431; HEK293 GP2 PTHR1 cells, GloSensor cAMP luminescence, 1 h; Potency, µM (titrated, usually from 115 µM), inactives show at the top dose activation, actives largely listed as activators; 0.075% of 410,000 active; also: potency is read from the fitted curve at half-maximal effect; nearly all actives have a fitted effect of over 55% in size; some results filed as inactive show a strong effect at the top dose; inactives centre near -15; many of its hits are not listed in these tables
# Target sequence (Q03431 whole entry, looked up): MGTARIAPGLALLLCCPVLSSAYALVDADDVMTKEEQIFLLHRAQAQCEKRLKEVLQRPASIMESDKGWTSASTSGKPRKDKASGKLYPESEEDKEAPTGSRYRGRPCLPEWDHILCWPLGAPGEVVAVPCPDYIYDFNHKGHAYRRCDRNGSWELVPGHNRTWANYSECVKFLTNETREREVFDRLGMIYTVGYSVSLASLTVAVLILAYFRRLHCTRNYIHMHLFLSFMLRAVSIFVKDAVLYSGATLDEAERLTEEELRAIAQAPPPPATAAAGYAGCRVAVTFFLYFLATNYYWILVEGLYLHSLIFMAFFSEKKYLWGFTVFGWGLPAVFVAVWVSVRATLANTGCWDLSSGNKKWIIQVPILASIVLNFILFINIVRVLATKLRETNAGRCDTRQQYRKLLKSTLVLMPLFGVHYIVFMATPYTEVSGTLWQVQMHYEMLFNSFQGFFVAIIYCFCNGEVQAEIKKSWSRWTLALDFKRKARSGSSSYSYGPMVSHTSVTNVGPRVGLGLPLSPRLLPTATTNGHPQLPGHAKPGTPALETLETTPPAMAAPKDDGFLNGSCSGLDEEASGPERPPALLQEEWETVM
#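 HEK-293-derived GP2 cells expressing PTHR1 and a GloSensor cAMP reporter, 3,000/well, plated overnight, given luciferin plus IBMX (each 0.5 mM as added) for 1 h at 37 °C, then compound for 1 h at 37 °C. Luminescence was read after 15 min at room temperature.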
# aSyn yeast inh: inhibitors of alpha-synuclein toxicity in yeast; 0.14% of 370,000 active; Yeast expressing alpha-synuclein, growth rescue, BacTiter-Glo, 24 h; Potency, µM (doses to about 46.1 µM), inactives show at the top dose growth rescue (activation), usual class: activators; also: potency is read from the fitted curve at half-maximal effect; % of control where 0% means no effect; nearly all actives have a fitted effect of over 65% in size
#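 Screening used galactose-induced yeast with toxic alpha-synuclein levels, exposed to compound for 24 hr at 30 deg C. Cell growth, read with BacTiter-Glo luminescence, gave the measured signal.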
# Abeta yeast res: A-beta toxicity reversal in yeast | yeast expressing A-beta42, growth rescue, OD600, 48 h; response scale: 0% DMSO, 100% iron-clioquinol control | Potency, µM (doses to about 46.1 µM), for the others: top-dose growth rescue, most hits filed as activators | 0.063% of 410,000 active | AID 1347071; also: potency is read from the fitted curve at half-maximal effect; nearly all actives have a fitted effect of over 55% in size
#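 Yeast A-beta toxicity model in growth medium with pinned compounds, 48 h at 30 C; growth read as absorbance at 600 nm. Normalized to FeCl3/clioquinol equimolar mix (positive) and DMSO (negative).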
# DRD3 antagonist: antagonists of human D3 dopamine receptor; P35462; D3R cells, DiscoveRx beta-arrestin luminescence, antagonist mode; active compounds read low; max response, negative = inhibition, %; 2.5% of 360,000 active; AID 652054; in the data active = max response below about -50%; inconclusive = no clear call, values can overlap the other calls; also: % is scaled to controls: 0 for no effect and ±100 for the full control effect; mostly tested at two doses, the higher about 12 µM
#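 Cells expressing the human receptor were seeded at 1500 cells/well, incubated overnight at 37 degrees C in 5% CO2, then exposed to library compounds with dopamine controls for 90 minutes at 37 degrees C before luminescent detection.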
# Active calls of the source: *; i = inactive; ? = inconclusive; · = not tested or not shown; [ ] = dose if it differs, or a comment. Unless noted, calls follow the shape of the dose curve; as a rule, active = well fitted curve in the direction sought with a large enough effect; inconclusive = small, poorly fitted or top-dose-only effect, or another doubt; inactive = no such curve, though single readings can be large; an effect the other way counts as inactive or inconclusive. A portion of the library, so the mix of outcomes need not match the whole.
# Second line of a record: TDP-43 yeast inh	GLP1R inv ag	GLP-1R agonist	FUS yeast rescue	Akt phos inh	PTHR1 agonist	aSyn yeast inh	Abeta yeast res	DRD3 antagonist
COc1ccc(CCNC(=O)Nc2ccc3c(c2)c(=O)n(C)n3C)cc1OC
 : 22%	8%	-6%	-8%	i	-14%	3%	-13%	7
COc1ccc(C(=O)Nc2ccccc2C(=O)Nc2ccccn2)cc1
 : ·	46%[activator]	22%	10%	i	-13%	-8%	-24%	0
COc1ccc(OCC(=O)Nc2ccc(N3CCC(C)CC3)cc2)cc1
 : 18%	2%	-4%	0%	i	-12%	0%	12%	-1
CCCC(NC(=O)CCc1c(C)c2cc3c(-c4ccccc4)coc3cc2oc1=O)C(=O)O (configuration not stated)
 : 2%	-1%	-2%	10%	i	i	30%	-11%	1
C/C(=N\NC(=O)c1ccc(Cl)cc1)c1ccc(N2CCOCC2)cc1
 : 0%	9%	-18%	-1%	i	-22%	-4%	-6%	-25
CN(C)S(=O)(=O)c1ccc(N2CCCC2)c(C(=O)Nc2nc3ccc(F)cc3s2)c1
 : 17%	0%	0%	·	i	-21%	-10%	2%	-15
O=C(Cn1c(=O)c2cccn2c2cccnc21)NCc1ccccc1F
 : 24%	12%	·	-4%	·	-14%	·	-13%	·
C=CCn1c(SCC(=O)Nc2c(C)cccc2C)nnc1-c1cnccn1
 : -2%	-5%	4%	0%	i	-1%[57.5 µM]	-1%	-6%	-21
NNC(=O)CSCc1nc(-c2ccccc2)cs1
 : -11%	-19%	2%	7%	i	-25%	4%	-4%	-4
O=C(NCCCn1ccnc1)C(=O)NC1CCCCC1
 : -1%	5%	2%	7%	i	-35%[inhibitor]	-7%	-20%	-1
COc1ccc(OC)c(NC(=O)CSc2nnc(Cc3cccn3C)n2CCc2ccccc2)c1
 : -12%	-4%	4%	?	i	i	2%	5%	-18
Cc1ccc(Cl)cc1N1CCN(C(=O)COc2ccc(S(=O)(=O)NC(C)C)cc2)CC1
 : -1%	?	8%	31%	i	-52%[inhibitor]	3%	-1%	-5
CCn1c(SCC(=O)N/N=C(\C)c2ccncc2)nnc1-c1ccccc1
 : -28%	45%[activator]	5%	2%	i	i	-1%	-8%	1
Cc1cc(C(=O)O)c(C)n1Cc1ccncc1
 : 11%	3%	-1%	8%	i	i	5%	4%	-12
CCO[C@H]1OC(C(=O)N2CCN(Cc3ccccc3)CC2)=C[C@@H](c2cn(C(C)=O)c3ccccc23)[C@@H]1CCCO
 : 1%	-8%	-2%	2%	i	i	-1%	-23%	-27
Cc1cc2nc3c(c(=O)n2[nH]1)CCCC3
 : 1%	16%	-2%	14%	i	-5%[57.5 µM]	2%	10%	0
Cc1ccccc1NC(=O)n1ncc2cc(Cl)ccc21
 : 3%	17%	1%	8%	i	i	7%	1%	-14
O=C(CSc1n[nH]c(-c2ccccc2)n1)N1CCCC1
 : -2%	-8%	4%	2%	i	i	0%	3%	1
Cc1ccc(NC(NC(=O)c2cccs2)C(Cl)(Cl)Cl)cc1C (configuration not stated)
 : -7%	13µM*	-5%	14%	i	-8%[57.5 µM]	-9%	-5%	?
O=C(NC1CC(=O)N(c2ccccc2)C1)c1ccc(S(=O)(=O)N2CCCCC2)cc1 (configuration not stated)
 : 11%	-3%	·	19%	·	i	·	-10%	·
CC(=O)c1cccc(NC(=O)N(c2ccccc2)c2ccccc2)c1
 : 16µM*	-25%	-4%	10%	i	-8%	12%	9%	-1
Cc1ccccc1-c1cnc(C(O)c2cc(Cl)cc(Cl)c2)[nH]1 (configuration not stated)
 : ?	?	7%	-17%	i	-22%	-6%	21%	67
CCOc1ccccc1OCC(=O)Nc1c(C)n(C)n(-c2ccccc2)c1=O
 : 3%	-9%	-11%	·	i	i	-8%	1%	7
C=CCc1c(O)c(CC)cc2c(C)cc(=O)oc12
 : 5%	135%[activator]	24%	16%	i	i	-14%	-9%	27
COc1ccc(/C=N/n2cnnc2SCc2ccc(OC)cc2)cc1
 : 9%	1%	20%	22%	i	i	14%	-3%	11
O/N=C\c1ccc(-c2ccccc2)o1
 : 8.9µM*	30%[activator]	9%	·	i	i	-6%	-14%	1
COc1cccc(-c2ccc(-c3noc(-c4cccs4)n3)c(OC)n2)c1
 : -34%[inhibitor]	6%	-8%	?	?	-21%[57.5 µM]	-1%	10%	4
CCNS(=O)(=O)c1ccc(CCC(=O)Nc2ccccc2C(=O)OC)cc1
 : 3%	0%	4%	·	i	-10%	-1%	9%	-11
COC(=O)c1ccc(NC(=O)CSc2nc(=O)n3cccc(C)c3n2)cc1
 : 0%	39%[activator]	3%	24%	i	0%	0%	-8%	6
CC(=O)Nc1ccc(S(=O)(=O)NCC2CCC(C(=O)N3CCCCC3)CC2)cc1 (configuration not stated)
 : 9%	10%	1%	20%	i	i	2%	18%	22
Cc1ccccc1CSc1nnc(-c2cccs2)n1Cc1ccco1
 : 11%	-27%	0%	34%	i	i	7%	0%	26
Cc1ccc(O)c(-c2[nH]ncc2C(=O)c2ccc(Cl)cc2)c1
 : -22%	?	13%	26%	i	i	?	-20%	-25
COc1ccc(Cl)cc1N(C(C)=O)c1nc(C)cc(C)c1C#N
 : 19%	0%	-1%	-3%	i	i	6%	-7%	26
COc1ccccc1N1C(=O)S/C(=C\c2cc(C)n(C)c2C)C1=O
 : -1%	24%	6%	30%	i	-61%[inhibitor]	-2%	-3%	-6
CCCn1c(SCC(=O)Nc2cc(S(=O)(=O)N3CCCCC3)ccc2C)n[nH]c1=O
 : 12%	-15%	-1%	18%	i	-17%	0%[1.84 µM]	3%	-2
CC(C)c1ccc(NC(=O)Cn2c(=O)n(CCc3ccccc3)c(=O)c3ccccc32)cc1
 : 0%	14%	1%	-30%	·	i	·	1%	·
Cc1nc2nc(SCC(=O)NCCCN3CCCCCC3)nn2c(C)c1Cc1ccccc1
 : -8%	-18%	20%	17%	i	i	-4%	-11%	?
Cc1ccccc1/C=N/Nc1ccnc2cc(Cl)ccc12
 : 6%	?	-13%	3%	i	-3%	-26%	-70%[inhibitor]	-17
Cc1cc(NS(=O)(=O)c2ccc(NC(=O)C(c3ccccc3)c3ccccc3)cc2)no1
 : 10%	0%	6%	?	i	-8%[57.5 µM]	0%	21%	?
C=CCn1c(=N)n(CC(=O)c2ccc(OC)cc2)c2ccccc21
 : -18%	?	1%	6%	i	i	-7%	-6%	-12
O=c1cc(C=NNc2ccc([N+](=O)[O-])cc2)[nH]c(=O)[nH]1
 : 26%	?	-1%	·	i	i	4%	-3%	-7
O=C(O)CCCNc1c(C(=O)Nc2ccc(Cl)cc2)cc([N+](=O)[O-])cc1[N+](=O)[O-]
 : 35%	5%	0%	33%	i	i	5%	-10%	-19
COc1cc2c(cc1OC)[C@@H](NC(=O)CCC1CCCCC1)[C@H](O)C2
 : 14%	18%	3%	-18%	i	-4%	1%	7%	0
Cc1ccc(/C(O)=C/c2nc3ccccc3oc2=O)cc1
 : -48%[inhibitor]	-8%	3%	26%	i	-24%	13%	-14%	4
Cc1nnsc1NC(=O)OCC(C)C
 : 20%	21%	-19%	-10%	i	-9%[57.5 µM]	-10%	6%	5
O=C(NCCC1=CCCCC1)C(=O)NCC(c1ccco1)N1CCN(c2ccccc2)CC1 (configuration not stated)
 : -4%	-8%	-8%	24%	i	-12%	-5%	6%	?
COc1ccccc1NC(=O)CN1CCN(CC(=O)Nc2ccc(F)cc2)CC1
 : 9%	-25%	-1%	-18%	i	i	-2%	4%	-17
Cc1onc(-c2ccccc2Cl)c1C(=O)Nc1cnn(Cc2ccccc2)c1
 : 19%	?	-1%	15%	i	-60%[inhibitor]	6%	16%	-5
CCCCn1c(N)c(N(CC(C)C)C(=O)CN2C(=O)NC3(CC(C)CC(C)(C)C3)C2=O)c(=O)[nH]c1=O (configuration not stated)
 : 10%	-12%	-10%	?	i	-8%	-2%	9%	17
CCc1cc(=O)oc2cc(OC(C)C(=O)NCC(O)c3ccccc3)c(Cl)cc12 (configuration not stated)
 : -6%	3%	21%	3%	i	i	-5%	0%	-2
N#C/C(=C(\O)c1cc(Cl)sc1Cl)c1nc2ccccc2[nH]1
 : -1%	0%	8%	4%	i	-12%	-5%	-2%	18
Cn1c(SCC(=O)NC2CCCCC2)nnc1-c1ccncc1
 : -21%	2%	12%	19%	i	?	-7%	-10%	-9
CCc1ccccc1OCC(=O)Nc1cccc(S(=O)(=O)NC2=NCCC2)c1
 : 8%	-11%	16%	9%	i	i	1%	-2%	5
CCOC(=O)NN1C(=O)c2ccccc2NC1c1cccs1 (configuration not stated)
 : -6%	17%	2%	18%	i	-11%	0%	-4%	-4
CCCCc1c(C)nc2ccccc2c1SCCC#N
 : -10%[0.397 µM]	?	24%	6%	i	-22%	-8%	3%	13
CCOc1ccc(NC(=O)C2CCCN(S(=O)(=O)c3c(C)noc3/C=C/N(C)C)C2)cc1 (configuration not stated)
 : 9%	17%	·	?	·	i	·	8%	·
O=C(Nc1ccncc1)Nc1cc(Cl)ccc1Cl
 : -10%	?	3%	1%	i	i	-1%	-22%	-20
Cn1cc(CN2CCCC(CNC(=O)c3ccc4c(c3)OCO4)C2)c2ccccc21 (configuration not stated)
 : -13%[9.22 µM]	?	5%	13%	i	i	5%	-2%	-12
O=C(c1ccccc1)c1ccc(Oc2ncccn2)cc1
 : 0%	-15%	-5%	-6%	i	-6%[57.5 µM]	0%	0%	9
